Assay outcomes deposited in PubChem by National Center for Advancing Translational Sciences (NCATS).
KAT2A inh: GCN5L2 (KAT2A) acetyltransferase inhibition; AID 504327; Q92830; actives 0.21% (n = 390,000); Potency, µM (series often up to 58.9 µM), for inactives: at the highest dose activity change, negative = inhibition, hits mostly inhibitors; GCN5L2 HAT assay, ThioGlo1 CoA-SH fluorescence
Target sequence (Q92830 whole entry, looked up): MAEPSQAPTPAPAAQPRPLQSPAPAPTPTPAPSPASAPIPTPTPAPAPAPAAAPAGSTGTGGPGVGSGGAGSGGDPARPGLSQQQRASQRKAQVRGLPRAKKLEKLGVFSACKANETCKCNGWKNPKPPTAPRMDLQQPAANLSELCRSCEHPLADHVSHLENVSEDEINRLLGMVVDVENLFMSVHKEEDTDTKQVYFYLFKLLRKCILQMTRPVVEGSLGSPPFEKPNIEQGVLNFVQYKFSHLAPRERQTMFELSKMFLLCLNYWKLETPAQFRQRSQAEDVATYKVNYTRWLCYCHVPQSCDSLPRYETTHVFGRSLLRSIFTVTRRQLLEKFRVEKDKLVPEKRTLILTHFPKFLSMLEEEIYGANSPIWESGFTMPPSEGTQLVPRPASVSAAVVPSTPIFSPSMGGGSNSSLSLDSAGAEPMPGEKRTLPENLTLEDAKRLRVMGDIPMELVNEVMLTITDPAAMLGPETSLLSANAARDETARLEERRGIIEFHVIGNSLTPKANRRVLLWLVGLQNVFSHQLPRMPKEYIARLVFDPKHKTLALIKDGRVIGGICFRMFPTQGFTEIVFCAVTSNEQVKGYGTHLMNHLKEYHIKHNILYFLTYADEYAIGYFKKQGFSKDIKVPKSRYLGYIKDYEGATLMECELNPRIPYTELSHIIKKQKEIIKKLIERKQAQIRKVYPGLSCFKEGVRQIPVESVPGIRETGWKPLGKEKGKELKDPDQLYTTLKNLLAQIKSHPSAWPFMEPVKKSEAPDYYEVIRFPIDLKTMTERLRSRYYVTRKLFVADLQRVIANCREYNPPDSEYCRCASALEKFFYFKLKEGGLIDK
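GCN5L2 (20 nM) in 50mM HEPES pH 7.5, 0.1mM EDTA, 0.01% Tween-20 preincubated 15 min with compounds at room temperature. Reaction started with H3(1-25) 75uM, acetyl-CoA 70uM, ThioGlo1 50uM; CoA-thiol fluorescence (Ex340/Em540) read at 0 and 20 min.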
TDP1 cell CPT: growth inhibition of DT40 Tdp1-/-;hTDP1 cells with camptothecin (screen for TDP1 inhibitors). chicken DT40 Tdp1-/-;hTDP1 cells + 20 nM CPT, ATP luminescence, 48 h. Potency, µM (doses to about 46.2 µM), for inactives: at the top dose activity change, negative = growth inhibition, hits mostly inhibitors. actives 12% (n = 420,000); further: nearly all actives have a fitted effect of over 55% in size
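Chicken DT40 Tdp1-/- cells complemented with human TDP1, 400 cells/well, exposed to compounds plus 20 nM camptothecin for at least 48 h at 37 C; viability read as ATP content by CellTiter-Glo luminescence.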
FEN1 inh: blocks human flap endonuclease 1 | P39748 | Recombinant FEN1 flap cleavage, fluorescence, 15 min | Potency, µM (titrated, usually from 114 µM), inactives show at the highest dose activity change, negative = inhibition, most hits filed as inhibitors | actives 0.35% (n = 390,000) | AID 588795; further: nearly all actives have a fitted effect of over 65% in size
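With each library titrated from low to high concentration, compounds met 10 nM FEN1 for 15 min at room temperature before 50 nM substrate was added; readings at 0 and 15 min fed four-parameter Hill curve fits.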
* hit, by the source's call; u = inconclusive; x = not tested or not shown; & = joins results of further samples; [ ] = dose if it differs, or a comment. The call rests on the fitted dose curve; in most records, active means well fitted curve in the direction sought with a large enough effect; inconclusive means small, poorly fitted or top-dose-only effect, or another doubt; inactive means no such curve, though single readings can be large; an effect the other way counts as inactive or inconclusive. On the % scale 0 is the no-effect control and ±100 the full control effect; potency means the concentration at half of the fitted maximal effect. A portion of the library. The share of hits here may be higher or lower than overall.

SMILES	KAT2A inh	TDP1 cell CPT	FEN1 inh
COc1ccc(CNC(=O)c2ccc3nc(CCc4ccccc4)oc3c2)c(OC)c1	-10%	-19%	4%
O=[N+]([O-])c1ccc(Sc2cccc3cccnc23)c([N+](=O)[O-])c1	-1%	4.6µM*	-1%
COc1cc(-c2nc(-c3ccccc3)c(-c3cc([N+](=O)[O-])ccc3C)[nH]2)cc(OC)c1OC	-3%	18µM*	15%
COc1ccc(Br)cc1CN(C)C(=O)C1CC(=O)N(C2CCCC2)C1 (stereo unspecified)	-6%	u	5%
Cc1ccc(C(=O)OCC(=O)Nc2nc(-c3ccccc3)cs2)cc1NC(=O)c1ccco1	-3%	u	-12%
O=C(COc1nncc2ccccc12)Nc1ccc(Br)cc1F	-9%	20%	-13%
COc1ccc(C2CC(=O)c3cnc(Nc4cc(C)cc(C)c4)nc3C2)cc1 (stereo unspecified)	-19%	u	-20%
CC1CC(C)CN(S(=O)(=O)c2ccc(NC(=O)CCNC(=O)c3ccc([N+](=O)[O-])cc3)cc2)C1 (stereo unspecified)	-1%	u	17%
CCn1cnc2cc(NC(=O)c3ccc(C)cc3)ccc21	-18%	0%	19%
O=[N+]([O-])c1ccc(Sc2nnnn2-c2ccccc2)nc1	-14%	3.3µM*	-8%
CC12CN3CC(C)(CN(C1)C3c1ccc(Cl)cc1)C2 (stereo unspecified)	-8%	2%	-8%
Cc1ccc(SCC(=O)NC(=O)NCCC(C)C)c(C)c1	-14%	7%	2%
Cc1ccc(NC(=O)c2cc3c(=O)n(Cc4cccnc4)ccc3nc2C)cc1F	-2%	-12%	-7%
CCN(CC)CCNC(=O)CN1N=C(c2ccc(OC)cc2)CCC1=O	8%	7%	-16%
O=C(c1cc(C(F)(F)F)cc(C(F)(F)F)c1)N1CCC2(CC1)CN(c1ccccn1)C2	-13%	4.6µM*	x
Cc1ccnc(NC(=O)COC(=O)C23CC4CC(CC(C4)C2)C3)n1	-6%	3%	-7%
N#CCOC(=O)c1cc(S(=O)(=O)N2CCCCC2)ccc1N1CCOCC1	-2%	-23%	-9%
CC(C)C(=O)N1CCN(c2c(Cl)cccc2[N+](=O)[O-])CC1	u	-2%	-6%
N#Cc1nc(-c2ccc(Cl)cc2)oc1NCCc1ccccn1	0%	u	2%
Cc1cccc(NC(=O)CCNS(=O)(=O)c2cccc3nsnc23)c1	-1%	-10%	7%
Cc1nc(SCC(=O)c2ccc(F)cc2)c([N+](=O)[O-])[nH]1	2%	-5%	-3%
Fc1ccccc1Nc1ncnc2c1nc1n2CCCCC1	-4%	u	-3%
CSc1nsc(NC(=O)Cc2ccccc2)n1	-18%	u	-18%
Cc1ccccc1OCCn1c(CCNC(=O)C(C)C)nc2ccccc21	-1%	-19%	-7%
CC1(c2nnc(Cc3ccccc3)o2)CC(c2c(Cl)cccc2Cl)=NO1 (stereo unspecified)	x	-11%	-20%
c1ccc(N2CCN(c3cnc4ccccc4n3)CC2)cc1	-1%	u	11%
CCOC(=O)c1c(C)oc2ccc(NS(=O)(=O)c3ccc4c5c(cccc35)C(=O)N4)cc12	-7%	u	u
CCCn1nnc(NC(=S)NC(=O)/C=C/c2ccc(Cl)cc2)n1	0%	-7%	-4%
Cc1ccc(SCC(=O)OCC(=O)NC2(C#N)CCCCC2)cc1	-3%	7%	-6%
Cc1cc(NCc2ccco2)n2c(nc3ccccc32)c1C#N	-9%	-21%	-3%
CCc1ccccc1N(C)C(=O)c1sc2nc3n(c(=O)c2c1C)CCCCC3	-9%	u	-1%
CC(C)CC1NC(=O)N(CC(=O)Nc2ccc3c(c2)OCCO3)C1=O (stereo unspecified)	-8%	16%	7%
CN(CCOc1ccc(CC2SC(=O)NC2=O)cc1)c1ccccn1 (stereo unspecified)	2%	u	-4%&21%
CCn1c(SCc2ccccc2)nc2ccccc2c1=O	x	-6%	-13%
COc1ccc(-n2nc(C(=O)NCC(=O)Nc3cccc(Cl)c3)c3ccccc3c2=O)cc1	-17%	u	1%
Cc1ccnc(N2CCC(C(=O)Nc3nnc(C)s3)CC2)n1	-4%	-1%	-12%
CN(c1cccc(NC(=O)c2ccccc2N(Cc2ccccc2)S(C)(=O)=O)c1)S(C)(=O)=O	-6%	-17%	-7%
O=C(COC(=O)c1cc(-c2ccccc2Cl)nc2ccccc12)Nc1ncc(C(F)(F)F)cc1Cl	53%[activator]	0%	-10%
Cn1c(SCc2cccc(F)c2)nnc1-c1cnccn1	-3%	24%	-3%
N#Cc1ccccc1CSc1nc(O)cc(=O)[nH]1	1%	-11%	-4%

Given with two lines to a compound: entries from further up
Second line of a record: KAT2A inh	TDP1 cell CPT	FEN1 inh
CCOC(=O)c1c(C)oc2ccc(NS(=O)(=O)c3ccc4c5c(cccc35)C(=O)N4)cc12
 : -7%	u	u
Cc1ccc(SCC(=O)OCC(=O)NC2(C#N)CCCCC2)cc1
 : -3%	7%	-6%

Carrying on.
SMILES	KAT2A inh	TDP1 cell CPT	FEN1 inh
CCSc1ccccc1C(=O)Nc1cccnc1	3%	-1%	-2%
Cc1csc(NC(=O)CCCc2cccs2)n1	-4%	-1%	3%
CCCNS(=O)(=O)c1ccc(CCC(=O)N2CCC(C)CC2)cc1	-11%	3%	-8%
CC(CNCCCn1ccc(NC(=O)OCc2ccccc2)nc1=O)c1ccccc1 (stereo unspecified)	x	23µM*	15%
Cc1cc(C(=O)CSc2nc3ccccc3c(=O)[nH]2)c(C)n1CC1CCCO1 (stereo unspecified)	-4%	13µM*	-8%
Cc1cc(C)nc(SCCS(=O)(=O)Cc2ccccc2)n1	-2%	-5%	-1%
CCc1cccc2cc3c(N)c(C(=O)Nc4ccc(S(=O)(=O)N5CCCC5)cc4)sc3nc12	33%[activator]	u	12%
O=C(COc1ccc([N+](=O)[O-])cc1Cl)NCC1CCCO1 (stereo unspecified)	-5%	-5%	-2%
O=C(Nc1ncccn1)c1ccc([N+](=O)[O-])cc1	-6%	-1%	4%
Cc1csc(NC(=O)CSc2ncn(-c3ccccc3)n2)n1	-6%	u	2%
Cc1ccc(-c2nc3c(c(SCC(=O)N(C)c4ccccc4)n2)Cc2c(CO)cnc(C)c2O3)cc1	2%	u	-3%
Cc1ccc(OCC(=O)NCCCNC(=O)c2ccccn2)cc1	0%	u	17%
CC1CN(c2nc3c(c(=O)n(C)c(=O)n3C)n2Cc2c(Cl)cccc2Cl)CC(C)O1 (stereo unspecified)	x	u	1%
CCOc1ccc(-c2csc(NC(=O)c3ccc(S(=O)(=O)N4CCc5ccccc5C4)cc3)n2)cc1	-4%	-15%	10%
CC(C)C(C(=O)NCc1ccco1)N(C(=O)CNS(=O)(=O)c1ccc(Cl)cc1)C1CCCC1 (stereo unspecified)	0%	-30%	-12%
O=C(C[C@H]1C[C@H](C(=O)N2CCOCC2)[C@@]2(CCC3CCCC3)c3[nH]c4cc(-c5ccco5)ccc4c3CCN2C1=O)NCCC1=CCCCC1	-15%	u	-14%
CCn1c(C)nc([N+](=O)[O-])c1Sc1ccc(F)cc1	1%	u	22%
Cc1ccc(-n2c(-c3cccc(C)c3)n[nH]c2=S)cc1	0%	-13%	-9%
Cc1cc(S(=O)(=O)Nc2cc3c(cc2C)n(C)c(=O)c(=O)n3C)ccc1F	-7%	-29%	-3%
CC(=O)N1c2ccccc2C2CCCC[C@@H]21 (stereo partly specified)	-2%	-16%	-8%

Part of the list above, with values under each structure.
Values run as follows: KAT2A inh | TDP1 cell CPT | FEN1 inh
CN(c1cccc(NC(=O)c2ccccc2N(Cc2ccccc2)S(C)(=O)=O)c1)S(C)(=O)=O
    -6% | -17% | -7%
O=C(COC(=O)c1cc(-c2ccccc2Cl)nc2ccccc12)Nc1ncc(C(F)(F)F)cc1Cl
    53%[activator] | 0% | -10%
Cn1c(SCc2cccc(F)c2)nnc1-c1cnccn1
    -3% | 24% | -3%
N#Cc1ccccc1CSc1nc(O)cc(=O)[nH]1
    1% | -11% | -4%
CCSc1ccccc1C(=O)Nc1cccnc1
    3% | -1% | -2%
Cc1csc(NC(=O)CCCc2cccs2)n1
    -4% | -1% | 3%
CCCNS(=O)(=O)c1ccc(CCC(=O)N2CCC(C)CC2)cc1
    -11% | 3% | -8%
CC(CNCCCn1ccc(NC(=O)OCc2ccccc2)nc1=O)c1ccccc1 (stereo unspecified)
    x | 23µM* | 15%
Cc1cc(C(=O)CSc2nc3ccccc3c(=O)[nH]2)c(C)n1CC1CCCO1 (stereo unspecified)
    -4% | 13µM* | -8%
Cc1cc(C)nc(SCCS(=O)(=O)Cc2ccccc2)n1
    -2% | -5% | -1%
CCc1cccc2cc3c(N)c(C(=O)Nc4ccc(S(=O)(=O)N5CCCC5)cc4)sc3nc12
    33%[activator] | u | 12%
O=C(COc1ccc([N+](=O)[O-])cc1Cl)NCC1CCCO1 (stereo unspecified)
    -5% | -5% | -2%
O=C(Nc1ncccn1)c1ccc([N+](=O)[O-])cc1
    -6% | -1% | 4%
Cc1csc(NC(=O)CSc2ncn(-c3ccccc3)n2)n1
    -6% | u | 2%
Cc1ccc(-c2nc3c(c(SCC(=O)N(C)c4ccccc4)n2)Cc2c(CO)cnc(C)c2O3)cc1
    2% | u | -3%
Cc1ccc(OCC(=O)NCCCNC(=O)c2ccccn2)cc1
    0% | u | 17%
CC1CN(c2nc3c(c(=O)n(C)c(=O)n3C)n2Cc2c(Cl)cccc2Cl)CC(C)O1 (stereo unspecified)
    x | u | 1%
CCOc1ccc(-c2csc(NC(=O)c3ccc(S(=O)(=O)N4CCc5ccccc5C4)cc3)n2)cc1
    -4% | -15% | 10%
CC(C)C(C(=O)NCc1ccco1)N(C(=O)CNS(=O)(=O)c1ccc(Cl)cc1)C1CCCC1 (stereo unspecified)
    0% | -30% | -12%
O=C(C[C@H]1C[C@H](C(=O)N2CCOCC2)[C@@]2(CCC3CCCC3)c3[nH]c4cc(-c5ccco5)ccc4c3CCN2C1=O)NCCC1=CCCCC1
    -15% | u | -14%
CCn1c(C)nc([N+](=O)[O-])c1Sc1ccc(F)cc1
    1% | u | 22%
Cc1ccc(-n2c(-c3cccc(C)c3)n[nH]c2=S)cc1
    0% | -13% | -9%

(continued)
SMILES	KAT2A inh	TDP1 cell CPT	FEN1 inh
CCN1CCN(C(=O)CSc2nc(N)cc(N)n2)CC1	4%	-10%	4%
Cc1ccc(S(=O)(=O)N2CCN(C(=O)c3c(-c4ccccc4)noc3C)CC2)cc1	-2%	-5%	3%
Cc1ccc(N2C(=O)CC(N3CCc4ccccc43)C2=O)cc1Cl (stereo unspecified)	-1%	12%	8%
c1cc(-n2cnnn2)ccc1NC1=NCCC1	-16%	10%	7%
COc1ccc(-c2noc(CSc3nnc(C)n3-c3ccc(OC)cc3)n2)cc1	-8%	-19%	-2%
COc1ccc(/C=C(/NC(=O)c2ccccc2OC)C(=O)Nc2ccc(C(=O)O)cc2)cc1	u	18%	5%
Cc1ccc(C)c(N2CCN(C(=O)CCc3nc(-c4ccccc4Br)no3)CC2)c1	-8%	u	3%
Cc1nc(SCc2nc3c(O)cccc3[nH]2)c2oc3ccccc3c2n1	-2%	x	-14%
O=C(COC(=O)c1cc(=O)[nH]c2ccccc12)NCc1cccc(Cl)c1	-1%	-27%	6%
CC(=O)c1cc(C#N)c(NCc2cc(-c3ccccc3)no2)nc1C	2%	-15%	-19%
CCn1c(=O)cc(N2CCCCC2)[nH]c1=O	u	-9%	1%
COc1ccc(NC(=O)NC2CCN(C(C)C)CC2)c(OC)c1	26%	-26%	16%
CCc1ccc[n+](-c2nc([O-])sc2C=O)c1	-3%	-1%	11%
CSc1nc(-c2ccccc2)cc(C)c1C#N	-7%	3%	-1%
O=C(Nc1ccccn1)c1sc2cccc(F)c2c1Cl	-5%	-1%	5%
COc1ccc(C(C)=O)cc1CSc1ncccn1	-6%	4%	2%
Cc1cc(C)c(C(=O)CC(=O)c2ccccc2Cl)c(O)c1	-8%	16µM*	-11%
